Bioassay records (PubChem BioAssay)
TcdB inh = TcdB glycohydrolase inhibitors, primary screen, biochemical, single point, plate reader; inhibition, % at 9.99 µM; TcdB glycohydrolase enzymatic assay; 0.24% of 350,000 active; Toxin B (Clostridioides difficile), P18177; in the data active = inhibition above about 10%
BioA inh = M. tuberculosis BioA enzyme inhibitors, primary screen, biochemical, plate reader, single point, HTS. 0.096% of 360,000 active. inhibition, % at 9.99 µM. purified M. tuberculosis BioA enzyme; in the data active = inhibition above about 40%
The depositor's hits bear a star; & = joins results of further samples. Not all compounds are listed. The share of hits here may be higher or lower than overall.

SMILES	TcdB inh	BioA inh
COc1ccccc1CNC(=O)C[C@@H]1CC[C@H](NC(C)=O)[C@H](CO)O1	0.7	-0.2
COc1ccc(CN(C)C[C@H]2Oc3ccc(NC(=O)c4ccncc4)cc3CC(=O)N([C@@H](C)CO)C[C@@H]2C)cc1	-0.2	0.0
CO[C@H](C(=O)N(C)C[C@H]1OCc2ccccc2-c2c(n(C)c3ccccc23)C(=O)N([C@H](C)CO)C[C@@H]1C)c1ccccc1	0.1	0.5
COC(=O)[C@@H]1[C@@H](CO)[C@@H]2Cn3c(ccc(-c4ccc(F)cc4)c3=O)[C@H]1N2Cc1cccnc1	-0.3	0.1
COc1ccc(C#Cc2ccc3c(c2)[C@@H]2[C@@H](CCN2C(=O)C2CC2)[C@@H](CO)N3)cc1	0.6	-2.1
C[C@@H]1CCCCO[C@H](CN(C)CC2CC2)[C@H](C)CN([C@H](C)CO)C(=O)c2cc(NC(=O)c3ccccc3)ccc2O1	-2.9	0.8
C[C@H](CO)N1C[C@H](C)[C@H](CN(C)C)Oc2c(NS(C)(=O)=O)cccc2C1=O	-2.8	-1.2
Cc1noc(C)c1NC(=O)Nc1ccc2c(c1)C(=O)N([C@@H](C)CO)C[C@@H](C)[C@H](CN(C)S(=O)(=O)c1ccc(Cl)cc1)O2	-2.6	0.0
CC(C)(O)C#Cc1cccc(-c2nc(C(=O)N3CCN(Cc4ccccc4)CC3)cc3c2[C@@H](CCO)N(S(=O)C(C)(C)C)C3)c1 (some centres undefined)	-1.9	-0.8
C[C@@H]1CN([C@@H](C)CO)C(=O)c2cc(NC(=O)C3CC3)ccc2O[C@@H]1CN(C)Cc1ccncc1	0.2	-2.5
COc1ccc(S(=O)(=O)N(C)C[C@@H]2Oc3ncc(-c4cc5ccccc5o4)cc3C(=O)N([C@H](C)CO)C[C@@H]2C)cc1	0.9	-1.7
CNC[C@@H]1OCCCC[C@@H](C)Oc2ccc(NC(=O)Cc3ccccc3)cc2C(=O)N([C@@H](C)CO)C[C@H]1C	0.5	-3.1
Cc1cc(C(=O)Nc2ccc3c(c2)C(=O)N(C)[C@H]2CC[C@@H](CC(=O)NCc4ccc(-c5ccccc5)cc4)O[C@@H]2CO3)no1	-0.1	-1.6
CC(=O)N1[C@H](CN(CC2CCC2)C(=O)CN(C)C)[C@@H](c2ccccc2)[C@@H]1CO	-0.6	2.2
CCc1csc(N2[C@H](CO)[C@@H](c3ccc(-c4cccc(F)c4)cc3)[C@@H]2C#N)n1	0.2	-3.4
COc1cccc(CNC(=O)C[C@H]2CC[C@H](NC(=O)C3CC3)[C@@H](CO)O2)c1	0.0	-2.8
Cc1ccc(S(=O)(=O)N[C@H]2CC[C@H](CCNC(=O)C3CCCCC3)O[C@H]2CO)cc1	-2.7	-2.5
COc1ccc(CN(C)C[C@H]2OCCCC[C@H](C)Oc3ccc(NC(=O)Nc4cccc5ccccc45)cc3C(=O)N([C@H](C)CO)C[C@H]2C)cc1	-3.8	-2.2
COc1ccc(NC(=O)Nc2ccc3c(c2)CC(=O)N([C@@H](C)CO)C[C@@H](C)[C@H](CN(C)CC2CC2)O3)cc1	-0.1	-6.6
O=C(C[C@H]1CC[C@H]2[C@@H](COC[C@@H](O)CN2C(=O)c2cccnc2)O1)NCc1ccccc1	-0.1	-0.8
CN(C)Cc1cn(CC[C@@H]2CC[C@H](NC(=O)Nc3ccccc3F)[C@H](CO)O2)nn1	-0.7	-0.7
Cc1ccc(S(=O)(=O)N(C)C[C@H]2Oc3c(NC(=O)NC4CCCCC4)cccc3C(=O)N([C@H](C)CO)C[C@H]2C)cc1	3.7	0.7
C[C@H](CO)N1C[C@H](C)[C@@H](CN(C)Cc2ccncc2)Oc2c(NS(C)(=O)=O)cccc2C1=O	-3.4&0.2	-1.8&-1.2
CCC(=O)N1C[C@@H](C)[C@H](OC)CN(C)C(=O)c2ccc(NC(=O)COC)cc2OC[C@H]1C	-1.4	-0.3
O=C(NCC[C@H]1CC[C@@H](NS(=O)(=O)c2cccc(F)c2)[C@@H](CO)O1)C1CC1	1.5	-1.0
C[C@@H]1CN([C@H](C)CO)S(=O)(=O)c2ccc(-c3ccccc3F)cc2O[C@@H]1CN(C)Cc1cccnc1	-1.9	-1.2
CC(C)NC(=O)Nc1ccc2c(c1)C(=O)N([C@@H](C)CO)C[C@H](C)[C@H](CN(C)Cc1ccc3c(c1)OCO3)O2	-0.3	-0.7
C[C@H](CO)N1C[C@H](C)[C@H](CN(C)S(=O)(=O)c2ccc(Cl)cc2)Oc2c(NC(=O)Nc3ccccc3)cccc2C1=O	1.1	-1.7
COc1ccc(S(=O)(=O)Nc2ccc3c(c2)C(=O)N([C@@H](C)CO)C[C@@H](C)[C@H](CN(C)C(=O)c2ccncc2)OCCCC[C@H](C)O3)cc1	-0.2	-0.1
O=C(Nc1ccc2c(c1)[C@H]1C[C@H](CC(=O)N3CCOCC3)O[C@@H](CO)[C@H]1O2)Nc1ccccc1F	1.7	0.1
C[C@@H]1CN([C@@H](C)CO)S(=O)(=O)c2ccc(C#CC3(O)CCCC3)cc2O[C@H]1CN(C)C(=O)Cc1ccncc1	1.1	-1.9
CCCNC(=O)C[C@H]1CC[C@H]2[C@H](COc3ccc(NC(=O)C4CCOCC4)cc3C(=O)N2C)O1	0.8	13
CO[C@H]1CN(C)C(=O)c2ccc(NC(=O)C3CCCC3)cc2OC[C@@H](C)N(CCC(F)(F)F)C[C@H]1C	1.6	0.8
COc1ccc(S(=O)(=O)Nc2ccc3c(c2)CC(=O)N([C@H](C)CO)C[C@H](C)[C@H](CN(C)Cc2ccc4c(c2)OCO4)O3)cc1	-8.9	-1.8
CC(C)NC(=O)N(C)C[C@@H]1Oc2ccc(NC(=O)Nc3ccc(C(F)(F)F)cc3)cc2CC(=O)N([C@H](C)CO)C[C@H]1C	-0.1	3.1
CO[C@H]1CN(C)C(=O)c2ccc(NS(=O)(=O)c3ccccc3)cc2OC[C@@H](C)N(C(=O)NC(C)C)C[C@H]1C	-0.5	-2.0
COc1ccccc1C#Cc1ccc([C@@H]2[C@H](CO)N3CCCCN(C(=O)C4CC4)C[C@@H]23)cc1	-2.1	-1.7
CCCN(C)C[C@@H]1OCCCC[C@@H](C)Oc2ccc(NC(=O)C3CCCCC3)cc2C(=O)N([C@H](C)CO)C[C@@H]1C	0.2	-0.9
C[C@H]1CN([C@@H](C)CO)C(=O)Cc2cc(NS(=O)(=O)c3ccc(F)cc3)ccc2O[C@@H]1CN(C)C(=O)NC1CCCCC1	0.1	-1.6
C[C@H](CO)N1C[C@H](C)[C@H](CN(C)C(=O)c2ccncc2)Oc2cc(C3=CCCC3)ccc2S1(=O)=O	-0.1	4.5

Among those listed so far, nine contain fluorine:
SMILES	TcdB inh	BioA inh
COC(=O)[C@@H]1[C@@H](CO)[C@@H]2Cn3c(ccc(-c4ccc(F)cc4)c3=O)[C@H]1N2Cc1cccnc1	-0.3	0.1
CCc1csc(N2[C@H](CO)[C@@H](c3ccc(-c4cccc(F)c4)cc3)[C@@H]2C#N)n1	0.2	-3.4
CN(C)Cc1cn(CC[C@@H]2CC[C@H](NC(=O)Nc3ccccc3F)[C@H](CO)O2)nn1	-0.7	-0.7
O=C(NCC[C@H]1CC[C@@H](NS(=O)(=O)c2cccc(F)c2)[C@@H](CO)O1)C1CC1	1.5	-1.0
C[C@@H]1CN([C@H](C)CO)S(=O)(=O)c2ccc(-c3ccccc3F)cc2O[C@@H]1CN(C)Cc1cccnc1	-1.9	-1.2
O=C(Nc1ccc2c(c1)[C@H]1C[C@H](CC(=O)N3CCOCC3)O[C@@H](CO)[C@H]1O2)Nc1ccccc1F	1.7	0.1
CO[C@H]1CN(C)C(=O)c2ccc(NC(=O)C3CCCC3)cc2OC[C@@H](C)N(CCC(F)(F)F)C[C@H]1C	1.6	0.8
CC(C)NC(=O)N(C)C[C@@H]1Oc2ccc(NC(=O)Nc3ccc(C(F)(F)F)cc3)cc2CC(=O)N([C@H](C)CO)C[C@H]1C	-0.1	3.1
C[C@H]1CN([C@@H](C)CO)C(=O)Cc2cc(NS(=O)(=O)c3ccc(F)cc3)ccc2O[C@@H]1CN(C)C(=O)NC1CCCCC1	0.1	-1.6

More structures
SMILES	TcdB inh	BioA inh
COc1ccccc1CNC(=O)C[C@@H]1CC[C@@H]2[C@H](COc3ccc(NS(=O)(=O)c4ccc(C)cc4)cc3C(=O)N2C)O1	0.5	-1.1
C[C@H](CO)N1C[C@H](C)[C@@H](CN(C)S(=O)(=O)c2ccccc2)Oc2ncc(C#CC3CCCCC3)cc2C1=O	-0.5	-1.7
CCCN(C)C[C@H]1Oc2cc(C#C[C@H](C)O)ccc2S(=O)(=O)N([C@H](C)CO)C[C@H]1C	-1.3	-2.7
C[C@H]1CN([C@@H](C)CO)C(=O)c2cc(NC(=O)c3ccncc3)ccc2O[C@H]1CN(C)S(C)(=O)=O	0.1	0.2
CC(=O)N(C)C[C@H]1Oc2ncc(C#Cc3ccncc3)cc2C(=O)N([C@@H](C)CO)C[C@H]1C	0.3	-3.6
CCC(=O)Nc1ccc2c(c1)C(=O)N(C)C[C@H](OC)[C@@H](C)CN(C(=O)COC)[C@H](C)CO2	-1.3	0.4
O=C(NCC[C@H]1CC[C@@H](NS(=O)(=O)c2cccc(F)c2)[C@H](CO)O1)C1CCOCC1	0.5	-1.1
Cc1ccc(S(=O)(=O)Nc2cccc3c2O[C@@H](CN(C)C(=O)NC2CCCCC2)[C@@H](C)CN([C@@H](C)CO)C3=O)cc1	1.6	0.9
C[C@@H]1CCCCO[C@@H](CN(C)S(=O)(=O)c2cn(C)cn2)[C@H](C)CN([C@H](C)CO)C(=O)c2cc(NC(=O)Nc3ccc4c(c3)OCO4)ccc2O1	1.0	-2.8
COc1ccc(S(=O)(=O)Nc2ccc3c(c2)C(=O)N([C@@H](C)CO)C[C@H](C)[C@@H](CN(C)C(=O)c2ccccc2)OCCCC[C@H](C)O3)cc1	-0.4	-0.6
COc1cccc(S(=O)(=O)Nc2ccc3c(c2)[C@@H]2C[C@@H](CC(=O)N4CCCCC4)O[C@@H](CO)[C@@H]2O3)c1	0.0	-0.8
COc1cccc(S(=O)(=O)Nc2ccc3c(c2)[C@@H]2C[C@@H](CC(=O)NC4CCCCC4)O[C@H](CO)[C@@H]2O3)c1	0.6	1.8
C[C@H](CO)N1C[C@H](C)[C@@H](CN(C)S(=O)(=O)c2ccc(Cl)cc2)OCc2ccccc2-c2c(n(C)c3ccccc23)C1=O	0.4	1.5
O=C(Nc1ccc(Cl)cc1)N1C[C@H]2[C@@H](c3ccccc31)[C@H](CO)N2C(=O)c1ccccn1	0.9	0.0
C[C@@H]1CN([C@@H](C)CO)C(=O)c2cc(-c3ccc(F)cc3)cnc2O[C@@H]1CN(C)Cc1ccccn1	0.7	-0.3
C[C@@H]1CN([C@H](C)CO)C(=O)c2cc(NC(=O)C3CC3)ccc2O[C@H]1CN(C)Cc1ccc(-c2ccccc2)cc1	0.4	1.4
O=C(Nc1ccc2c(c1)OCO2)N[C@@H]1CC[C@H](CCNC(=O)C2CCCCC2)O[C@@H]1CO	-0.1	-0.8
CN(C)c1ccc2c(c1)[C@@H]1C[C@H](CC(=O)N3CCc4ccccc4C3)O[C@@H](CO)[C@@H]1O2	-46	-0.8
COCCNC(=O)C[C@@H]1CC[C@H]2[C@@H](COC[C@@H](O)CN2C(=O)Nc2ccccc2OC)O1	1.3	-0.5
C[C@H](CO)N1C[C@H](C)[C@H](CN(C)Cc2ccc(Cl)c(Cl)c2)Oc2c(NS(=O)(=O)c3ccccc3)cccc2C1=O	0.3	-3.2

Full records, quoted from the list. Screens in order: TcdB inh, BioA inh
O=C(Nc1ccc(Cl)cc1)N1C[C@H]2[C@@H](c3ccccc31)[C@H](CO)N2C(=O)c1ccccn1 as listed: 0.9, 0.0
C[C@H](CO)N1C[C@H](C)[C@@H](CN(C)S(=O)(=O)c2ccc(Cl)cc2)OCc2ccccc2-c2c(n(C)c3ccccc23)C1=O as listed: 0.4, 1.5

(cont.)
SMILES	TcdB inh	BioA inh
CC=Cc1ccc2n(c1=O)C[C@H]1[C@H](CO)[C@@H](C(=O)NCc3ccncc3)N(Cc3cncnc3)[C@@H]21 (mixture of isomers)	-0.9	1.5
CCC(=O)N(C)C[C@H]1Oc2cc(-c3ccc(F)cc3)ccc2S(=O)(=O)N([C@H](C)CO)C[C@H]1C	-18	-0.8
CO[C@H]1CC[C@H]2CCN(C)C(=O)[C@H](C)[C@H](OC)CN(C)C(=O)c3cccc(C#N)c3OC[C@H]1O2	0.7	-0.1
O=C(C[C@@H]1C=C[C@@H](NC(=O)CC2CC2)[C@@H](CO)O1)NCc1ccc(-c2ccccc2)cc1	0.3	3.2
C[C@@H]1CN([C@@H](C)CO)C(=O)c2cc(NC(=O)Nc3ccc(F)cc3)ccc2O[C@H]1CN(C)S(=O)(=O)c1ccccc1	-0.1	2.1
Cc1ccc(S(=O)(=O)N(C)C[C@@H]2Oc3ccc(N(C)C)cc3C(=O)N([C@H](C)CO)C[C@H]2C)cc1	-1.9	4.2
COc1ccc(S(=O)(=O)N(C)C[C@H]2OCCCC[C@@H](C)Oc3ccc(NC(=O)Cc4ccccc4)cc3C(=O)N([C@@H](C)CO)C[C@H]2C)cc1	1.2	0.7
C[C@@H]1CN([C@H](C)CO)C(=O)c2cc(NC(=O)CCC(F)(F)F)ccc2O[C@@H](C)CCCCO[C@@H]1CN(C)S(=O)(=O)c1ccccc1	0.4	-1.4
COC(=O)N(C)C[C@H]1OCc2cnnn2CCCC(=O)N([C@H](C)CO)C[C@@H]1C	0.5&-1.8	3.6
C[C@H](CO)N1C[C@H](C)[C@@H](CN(C)S(=O)(=O)c2ccccc2)OCCCC[C@H](C)Oc2ccc(NC(=O)c3ccccc3)cc2C1=O	-0.2	-1.2
C/C=C/c1ccc2c(c1)O[C@@H](CN(C)CC1CCCCC1)[C@@H](C)CN([C@@H](C)CO)S2(=O)=O	-3.8	0.5
Cc1ccc(S(=O)(=O)N(C)C[C@@H]2OCCCC[C@H](C)Oc3ccc(NS(=O)(=O)c4ccc(Cl)cc4)cc3C(=O)N([C@@H](C)CO)C[C@H]2C)cc1	0.3	-1.0
COc1ccc(NC(=O)N(C)C[C@H]2Oc3ccc(NC(=O)Cc4cn(C)c5ccccc45)cc3CC(=O)N([C@H](C)CO)C[C@@H]2C)cc1	-0.3	-1.6
